High-throughput results from PubChem.
S1P3 antag – antagonists of human S1P3 receptor; inhibition, % at 4.98 µM; Q99500; AID 485; 170,000 compounds, 0.27% hits; CHO S1P3 NFAT-BLA reporter, FRET fluorescence, antagonist mode;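 active means inhibition above the plate cutoff, the mean inhibition of test wells on that plate plus 3 SD, cut at about 28% in these data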;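 further: cells challenged with S1P at its EC80 of 0.8 µM; blue over green emission ratio from cleaved BLA substrate after 4 h stimulation; 0% = S1P-stimulated wells and 100% = unstimulated DMSO-only wells; some compounds past the cut are filed as inactive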
Target sequence (Q99500 whole entry, looked up): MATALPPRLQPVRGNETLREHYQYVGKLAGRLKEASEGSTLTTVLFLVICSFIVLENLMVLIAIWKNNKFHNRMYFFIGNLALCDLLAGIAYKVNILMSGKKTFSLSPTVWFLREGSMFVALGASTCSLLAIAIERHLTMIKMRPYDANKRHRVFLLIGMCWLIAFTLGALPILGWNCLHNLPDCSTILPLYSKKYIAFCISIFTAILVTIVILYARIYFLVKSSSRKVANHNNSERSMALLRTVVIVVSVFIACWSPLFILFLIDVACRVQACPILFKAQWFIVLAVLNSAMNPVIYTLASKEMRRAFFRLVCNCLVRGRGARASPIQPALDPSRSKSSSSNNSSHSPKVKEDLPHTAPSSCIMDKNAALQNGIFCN
PPARg SRC1 recr – PPARgamma-driven SRC-1 recruitment agonism. PPARgamma-SRC-1 coactivator recruitment biochemical assay. activation, % at 8 µM. 200,000 compounds, 0.41% hits. AID 631; in the data active means activation above about 19%;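 further: 0% = DMSO and 100% = reference agonist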
Target sequence (P37231 whole entry, looked up): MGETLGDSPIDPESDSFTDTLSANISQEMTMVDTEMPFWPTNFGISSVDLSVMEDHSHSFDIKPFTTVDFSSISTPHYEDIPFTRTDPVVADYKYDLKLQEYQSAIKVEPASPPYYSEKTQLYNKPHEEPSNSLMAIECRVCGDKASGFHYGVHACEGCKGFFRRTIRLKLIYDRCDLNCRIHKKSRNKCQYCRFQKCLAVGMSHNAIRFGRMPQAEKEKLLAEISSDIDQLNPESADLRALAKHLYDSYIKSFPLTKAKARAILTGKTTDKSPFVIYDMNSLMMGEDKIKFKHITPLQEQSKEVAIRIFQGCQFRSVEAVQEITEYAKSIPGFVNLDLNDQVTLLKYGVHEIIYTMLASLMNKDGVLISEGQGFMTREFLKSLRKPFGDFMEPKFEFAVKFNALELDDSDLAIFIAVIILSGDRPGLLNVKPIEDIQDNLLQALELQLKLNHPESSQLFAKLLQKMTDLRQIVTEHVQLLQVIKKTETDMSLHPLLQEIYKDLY
PPARg SRC-3 ag – agonists of human PPARgamma SRC-3 coactivator recruitment; biochemical PPARgamma/SRC-3 coactivator recruitment assay; activation, % at 8 µM; 200,000 compounds, 0.26% hits; in the data active means activation above about 23%;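 further: 0% = DMSO and 100% = reference agonist; some compounds past the cut are filed as inactive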
TR-FRET SRC-2 ct – counter-screen for PPARgamma SRC-2 recruitment agonists: TR-FRET artefact. TR-FRET ratio at 8 µM. active compounds read high. 200,000 compounds, 0.4% hits; in the data active means TR-FRET ratio above about 2000; further: inactives centre near 1500; reference of the scale not given here
PPARg SRC2 recr – PPARgamma-driven SRC-2 recruitment agonism. activation, % at 8 µM. 200,000 compounds, 0.34% hits. PPARgamma LBD-SRC-2 recruitment, biochemical. P37231. AID 1032; in the data active means activation above about 22%;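 further: 0% = vehicle and 100% = reference agonist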
ROMK mod – modulators of human ROMK potassium channel; P48048; Tet-inducible ROMK, thallium flux fluorescence; actives lie on both sides; B-score at 10 µM; 130,000 compounds, 2% hits; AID 1918;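 active means signal ratio slope over the read window, or its plate-corrected B-score, at least 3 SD from the plate mean, either direction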;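 further: B-score of the F/F0 ratio slope over 7 to 12 s after thallium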
The depositor's hits bear a star; . = no result given. This is a subset; count on the stated rates, not on these rows.

| entry | mol | S1P3 antag | PPARg SRC1 recr | PPARg SRC-3 ag | TR-FRET SRC-2 ct | PPARg SRC2 recr | ROMK mod |
| --- | --- | --- | --- | --- | --- | --- | --- |
| 1 | COc1ccc(/C=C(\NC(=O)c2ccccc2)C(=O)NC2CCS(=O)(=O)C2)cc1 (stereo not drawn) | 6.5 | . | . | . | . | -0.147 |
| 2 | CN(C)CCCNC(=O)c1ccccc1Oc1ccccc1 | 2.5 | . | . | . | . | -0.0963 |
| 3 | COc1ccc(NN=Nc2nc3c([nH]2)c(=O)n(C)c(=O)n3C)cc1 | -2.8 | . | . | . | . | -0.0147 |
| 4 | O=C(Cn1ncc2c3ccccc3n(Cc3ccccc3)c2c1=O)NCc1ccco1 | -0.4 | . | . | . | . | 0.338 |
| 5 | N#Cc1c(N)n(-c2cccc(C(=O)O)c2)c2nc3ccccc3nc12 | -1.5 | . | . | . | . | 0.00121 |
| 6 | COc1ccccc1C(=O)N/N=C1/NC(=O)CC(C(=O)Nc2ccccc2)S1 (stereo not drawn) | 6.5 | . | . | . | . | 0.643 |
| 7 | Cc1ccccc1CC1S/C(=N/N=C/c2ccco2)NC1=O (stereo not drawn) | 6.4 | . | . | . | . | 0.0279 |
| 8 | O=S(=O)(NCCSCc1ccc(Cl)c(Cl)c1)c1ccc2c(c1)OCCO2 | . | 13.1 | 0.1 | 1755 | -1.4 | . |
| 9 | CC(=O)c1ccc(S(=O)(=O)N2CCN(c3nc4c(C)c(C)ccc4cc3C#N)CC2)cc1 | . | 27.9* | 56.6* | 2947* | 32.0* | . |
| 10 | CCCCOC(=O)Cn1c(=N)n(CCN2CCOCC2)c2ccccc21 | . | 1.4 | -0.9 | 1588 | 1.2 | . |
| 11 | O=C1OC(c2ccccc2)=N/C1=C/c1cccc(OC(=O)c2cccs2)c1 | . | -4.7 | -1.3 | 1480 | -1.5 | . |
| 12 | Cc1ccc(N=C2N=C(N)c3ccccc32)cc1C | . | 2.5 | 6.6 | 1660 | 8.4 | . |
| 13 | CC(C)(C)Cc1nnc(NS(C)(=O)=O)s1 | . | 2.6 | 8.4 | 1744 | 0.6 | . |
| 14 | S=C(Nc1ccc(Cl)cc1)N1CCOCC1 | . | -0.2 | 5.6 | 1469 | -2.6 | . |
| 15 | Cc1ccc(-c2nnc(-c3ccccc3)o2)cc1Br | . | 1.4 | 4.2 | 1651 | 7.0 | . |

7 records drawn at random from those above:
| entry | mol | S1P3 antag | PPARg SRC1 recr | PPARg SRC-3 ag | TR-FRET SRC-2 ct | PPARg SRC2 recr | ROMK mod |
| --- | --- | --- | --- | --- | --- | --- | --- |
| 12 | Cc1ccc(N=C2N=C(N)c3ccccc32)cc1C | . | 2.5 | 6.6 | 1660 | 8.4 | . |
| 15 | Cc1ccc(-c2nnc(-c3ccccc3)o2)cc1Br | . | 1.4 | 4.2 | 1651 | 7.0 | . |
| 6 | COc1ccccc1C(=O)N/N=C1/NC(=O)CC(C(=O)Nc2ccccc2)S1 (stereo not drawn) | 6.5 | . | . | . | . | 0.643 |
| 4 | O=C(Cn1ncc2c3ccccc3n(Cc3ccccc3)c2c1=O)NCc1ccco1 | -0.4 | . | . | . | . | 0.338 |
| 9 | CC(=O)c1ccc(S(=O)(=O)N2CCN(c3nc4c(C)c(C)ccc4cc3C#N)CC2)cc1 | . | 27.9* | 56.6* | 2947* | 32.0* | . |
| 8 | O=S(=O)(NCCSCc1ccc(Cl)c(Cl)c1)c1ccc2c(c1)OCCO2 | . | 13.1 | 0.1 | 1755 | -1.4 | . |
| 1 | COc1ccc(/C=C(\NC(=O)c2ccccc2)C(=O)NC2CCS(=O)(=O)C2)cc1 (stereo not drawn) | 6.5 | . | . | . | . | -0.147 |

Some of the entries so far, as labelled records:
[3] COc1ccc(NN=Nc2nc3c([nH]2)c(=O)n(C)c(=O)n3C)cc1
  S1P3 antag: -2.8
  PPARg SRC1 recr: .
  PPARg SRC-3 ag: .
  TR-FRET SRC-2 ct: .
  PPARg SRC2 recr: .
  ROMK mod: -0.0147

[4] O=C(Cn1ncc2c3ccccc3n(Cc3ccccc3)c2c1=O)NCc1ccco1
  S1P3 antag: -0.4
  PPARg SRC1 recr: .
  PPARg SRC-3 ag: .
  TR-FRET SRC-2 ct: .
  PPARg SRC2 recr: .
  ROMK mod: 0.338

Going on with the list:
| entry | mol | S1P3 antag | PPARg SRC1 recr | PPARg SRC-3 ag | TR-FRET SRC-2 ct | PPARg SRC2 recr | ROMK mod |
| --- | --- | --- | --- | --- | --- | --- | --- |
| 16 | CCOC(=O)Cc1csc(NC(=O)CCCCCN2C(=O)c3cccc4cccc(c34)C2=O)n1 | . | -0.7 | -0.9 | 1403 | -10.8 | . |
| 17 | CC(C)(C)c1nnc(NS(C)(=O)=O)s1 | . | -0.6 | -3.1 | 1681 | -1.2 | . |
| 18 | Cc1ccc(Nc2nc(-c3ccc(S(=O)(=O)N4CCOCC4)cc3)cs2)cc1 | . | 4.3 | 2.0 | 1472 | -2.0 | . |
| 19 | CCOC(=O)C1=C(O)/C(=C/c2cn(CC(=O)NCC3CCCO3)c3ccccc23)SC1=Nc1ccc(C)cc1 (stereo not drawn) | . | 6.4 | 4.6 | 1489 | -1.1 | . |
| 20 | COCCCNC(=O)CSc1nc2ccc(N3CCOCC3)cc2c(=O)n1CCc1ccccc1 | . | -0.9 | 15.2 | 1564 | 13.9 | . |
| 21 | Cc1ccc(S(=O)(=O)Nc2ccc3c4c(cccc24)CC3)c(C)c1 | . | 4.4 | 17.3 | 1571 | 8.2 | . |
| 22 | COc1ccc(CCNC(=S)NC(=O)/C=C/c2ccc(C)cc2)cc1OC | . | -0.8 | 0.2 | 1597 | 9.8 | . |
| 23 | Cc1ccc(CNC(=O)C(=O)NCCCn2ccnc2)cc1 | . | -4.7 | -8.0 | 1410 | -4.6 | . |
| 24 | CC1(C)Cc2c(cnn2-c2ccccc2)C(=O)/C1=N\NC(=O)c1ccncc1 | . | 1.9 | 11.8 | 1597 | 2.1 | . |
| 25 | CCNc1ccc(Br)cc(C(=O)/C=C/c2ccccc2Cl)c1=O | . | 4.1 | 6.0 | 1462 | 5.3 | . |
| 26 | CCCCn1c(SCC(=O)Nc2sc3c(c2C(N)=O)CCC3)nnc1-c1ccccc1 | . | 5.5 | -2.0 | 1438 | 3.7 | . |
| 27 | COc1cccc(/C=N/NC(=O)C(=O)N2CCCC2)c1 | . | -0.6 | -8.2 | 1527 | 5.7 | . |
| 28 | CCC(=O)NC(=S)Nc1ccccc1C(F)(F)F | . | 2.7 | 6.9 | 1691 | 11.5 | . |
| 29 | CS(=O)(=O)N(CC(=O)N1CCN(c2ccccc2)CC1)c1ccccc1Cl | . | 7.5 | 9.3 | 1679 | -0.7 | . |
| 30 | COc1cc(/C=N/NC(=O)c2ccoc2C)cc(OC)c1OC | . | -3.1 | -1.4 | 1513 | -5.3 | . |

| entry | mol | S1P3 antag | PPARg SRC1 recr | PPARg SRC-3 ag | TR-FRET SRC-2 ct | PPARg SRC2 recr | ROMK mod |
| --- | --- | --- | --- | --- | --- | --- | --- |
| 31 | CC(=O)O[C@@H]1[C@@H](OC(C)=O)[C@H](n2ccc3cc([N+](=O)[O-])ccc32)OC[C@@H]1OC(C)=O | . | -1.5 | 6.2 | 1464 | -5.0 | . |
| 32 | Clc1nc(-c2ccccc2)cc(-c2ccc(Br)cc2)n1 | . | 2.3 | -2.8 | 1668 | 9.3 | . |
| 33 | CCn1c(=N)c(C(N)=O)cc2c(=O)n3cccc(C)c3nc21 | . | 15.3 | 5.6 | 1467 | 0.9 | . |
| 34 | COc1cc(CN2CCN(c3cc(C)ccc3C)CC2)cc([N+](=O)[O-])c1O | . | 0.0 | 9.5 | 1528 | 2.3 | . |
| 35 | O=C(/C=C/Nc1ccc(F)cc1)c1cccs1 | . | 6.8 | 1.4 | 1635 | 9.2 | . |
| 36 | CC(/C=N\NC(=O)c1cccnc1)c1ccccc1 (stereo not drawn) | . | 10.6 | 4.9 | 1341 | 6.7 | . |
| 37 | Cc1nnc(N2CCN(c3ccccc3)CC2)c2nn(-c3ccccc3F)c(C)c12 | . | -3.9 | -1.0 | 1550 | 2.1 | . |
| 38 | Cc1cc(C)nc(SCC(=O)Nc2sc3c(c2C#N)CCC(C)C3)n1 (stereo not drawn) | . | -3.5 | -2.4 | 1466 | -5.7 | . |
| 39 | CC1CCN(c2ccccc2NC(=S)NC(=O)c2ccco2)CC1 | . | 12.0 | 13.4 | 1718 | 8.1 | . |
| 40 | COc1ccc(C2C(Oc3ccccc3)C(=O)N2c2ccc(C)c(C)c2)cc1OC (stereo not drawn) | . | -11.2 | -2.1 | 1417 | -2.1 | . |
| 41 | N/C(=N\OC(=O)CCCN1C(=O)c2ccccc2C1=O)c1ccc(Br)cc1 | . | 6.6 | 3.9 | 1547 | 11.5 | . |
| 42 | Clc1ccc(Nc2nc(-c3ccncc3)cs2)cc1 | . | 0.9 | 18.0 | 1555 | 5.4 | . |
| 43 | CN(NC(=O)Nc1ccc(Cl)cc1)c1ncc(C(F)(F)F)cc1Cl | . | 2.8 | 4.7 | 1605 | 12.0 | . |
| 44 | O=C(N/N=C/c1cc2c(cc1[N+](=O)[O-])OCO2)c1ccccn1 | . | 6.3 | 3.5 | 1415 | 8.9 | . |
| 45 | Cc1cc2c(NCC(C)O)ncnc2s1 (stereo not drawn) | . | 8.8 | -7.8 | 1635 | -1.7 | . |

| entry | mol | S1P3 antag | PPARg SRC1 recr | PPARg SRC-3 ag | TR-FRET SRC-2 ct | PPARg SRC2 recr | ROMK mod |
| --- | --- | --- | --- | --- | --- | --- | --- |
| 46 | CCOC(=O)C(CC)Sc1nnc2cc(C)c3ccccc3n12 (stereo not drawn) | . | 4.3 | 13.1 | 1678 | 9.3 | . |
| 47 | Cc1cc(/C=C2/SC(=S)N(c3cccc(C(F)(F)F)c3)C2=O)c(C)n1-c1cccnc1 | . | -0.1 | -7.2 | 1474 | -3.1 | . |
| 48 | COc1ccc(CCNC(=O)CSCc2ccc(C)cc2)cc1OC | . | -4.8 | 1.5 | 1288 | -1.7 | . |
| 49 | CCOc1ccc(N2C(=O)CC(Sc3nc4ccc(OCC)cc4s3)C2=O)cc1 (stereo not drawn) | . | 7.3 | 7.7 | 1395 | 1.0 | . |
| 50 | CC(=O)OC(C(=O)Nc1ccccc1C)C(OC(C)=O)C(OC(C)=O)C(OC(C)=O)C(=O)Nc1ccccc1C (stereo not drawn) | . | 1.8 | 2.8 | 1652 | -1.4 | . |
| 51 | O=C(c1ccc(Cl)cc1)N1CCN(c2ccc([N+](=O)[O-])c(NCc3cccnc3)c2)CC1 | . | -0.5 | -2.3 | 1537 | 5.2 | . |
| 52 | COc1ccc(NC(=S)NCCCn2ccnc2)cc1 | . | -1.7 | 4.9 | 1575 | -2.9 | . |
